FUS suppressor: qHTS for Suppressors of FUS Proteinopathy: Primary screen using FUS-linked yeast assay. S. cerevisiae FUS-expressing, growth rescue, OD600, 24 h. Potency, µM (titrated, usually from 76.6 µM), without a hit: at the top dose growth rescue (activation), actives largely listed as activators. 390,000 compounds, 0.24% hits;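 further: potency means the concentration at half of the fitted maximal effect; plate controls were DMSO vehicle for no effect and reference control for full effect; nearly all actives have a fitted effect of over 55% in size; some results filed as inactive show a strong effect at the top dose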
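Yeast FUS proteinopathy model; galactose-induced FUS (2%), starting OD 0.005. Cpds in dilution series, 24hr, 30C, 99% humidity. Abs 600 nm growth. Pos ctrl CP55940 (top 92uM final); neg ctrl DMSO.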
aSyn yeast inh: qHTS of alpha-syn Inhibitors | Yeast expressing alpha-synuclein, growth rescue, BacTiter-Glo, 24 h | Potency, µM (series often up to 46.1 µM), for inactives: top-dose growth rescue (activation), actives largely listed as activators | 370,000 compounds, 0.14% hits; further: potency means the concentration at half of the fitted maximal effect; % of control where 0% means no effect; nearly all actives have a fitted effect of over 65% in size
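Rescue of yeast growth: cells expressing toxic alpha-synuclein, induced in galactose at OD600 0.02, incubated with compound 24 h at 30 C. ATP luminescence quantified growth; inhibitors of toxicity appear as activators.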
EPAC1 ag: qHTS for Agonist of cAMP-regulated guanine nucleotide exchange factor 3 (EPAC1): primary screen. EPAC1 agonist qHTS, biochemical assay; response scale: 100% = response to 6.5 mM cAMP. Potency, µM (top dose mostly 154 µM), inactives show at the highest dose activation, usual class: activators. 360,000 compounds, 0.073% hits. AID 720707, 2013; further: potency means the concentration at half of the fitted maximal effect; nearly all actives have a fitted effect of over 60% in size
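Fluorescent GDP-exchange assay: 100 nM EPAC1 with 250 nM Rap1B preloaded with BODIPY-GDP and 50 uM GDP; compounds tested as concentration series, 5 min at room temperature, then read every 5 min for 30 min (ex 480/em 540 nm); normalized to 6.5 mM cAMP.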
PLK1 PBD block: qHTS for Inhibitors of PLK1-PDB (polo-like kinase 1 - polo-box domain): Primary Screen; Potency, µM, for inactives: max response, negative = inhibition, hits mostly inhibitors; Plk1 PBD binding of FITC phosphopeptide, fluorescence polarization; 360,000 compounds, 2.8% hits; Serine/threonine-protein kinase PLK1 (Homo sapiens), P53350; further: potency means the concentration at half of the fitted maximal effect; series mostly up to about 57 µM; on the % scale 0 is the no-effect control and ±100 the full control effect; nearly all actives have a fitted effect of over 65% in size
Target sequence (P53350 whole entry, looked up, the tested form may be a part): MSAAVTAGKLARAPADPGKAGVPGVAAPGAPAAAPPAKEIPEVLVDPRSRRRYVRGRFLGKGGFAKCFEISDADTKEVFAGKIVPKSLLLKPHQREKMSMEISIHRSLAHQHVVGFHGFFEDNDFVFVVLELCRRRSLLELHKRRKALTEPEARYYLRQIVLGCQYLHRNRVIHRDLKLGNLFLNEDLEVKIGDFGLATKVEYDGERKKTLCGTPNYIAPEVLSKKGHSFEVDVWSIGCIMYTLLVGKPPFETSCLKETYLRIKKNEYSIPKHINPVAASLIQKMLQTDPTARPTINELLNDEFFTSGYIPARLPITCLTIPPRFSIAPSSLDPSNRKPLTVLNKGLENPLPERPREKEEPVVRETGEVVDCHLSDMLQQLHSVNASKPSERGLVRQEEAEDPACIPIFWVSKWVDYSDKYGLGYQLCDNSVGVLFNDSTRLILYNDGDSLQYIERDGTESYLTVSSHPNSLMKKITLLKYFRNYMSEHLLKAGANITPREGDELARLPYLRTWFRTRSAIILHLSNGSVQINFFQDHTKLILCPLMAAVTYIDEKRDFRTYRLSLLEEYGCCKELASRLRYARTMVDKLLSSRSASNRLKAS
IL2 activator: qHTS of IL-2 Activators; IL-2 activation reporter assay, cell-based qHTS; stimulated with anti-CD3/CD4/CD28 beads; in transgenic mouse T cells; activation, % (series mostly up to about 46 µM); 360,000 compounds, 0.065% hits; AID 652025, 2013; in the data active means activation above about 50%; inconclusive means mostly about 30% to 49%; further: 0% is about no effect
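First, unstimulated transgenic mouse T cells were exposed to compound for 60 min. Next, anti-CD3/anti-CD4-coated beads with anti-CD28 were added. Finally, after 18 h at 37 degrees C, EGFP and DsRed were imaged.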
WRN inhibitor: qHTS for Inhibitors of WRN Helicase; AID 651768, 2012; WRN helicase unwinding, fluorescent forked duplex, kinetic; 360,000 compounds, 0.46% hits; Potency, µM (doses to about 114 µM), without a hit: at the highest dose activity change, negative = inhibition, most hits filed as inhibitors; further: potency means the concentration at half of the fitted maximal effect; on the % scale 0 is the no-effect control and ±100 the full control effect; nearly all actives have a fitted effect of over 55% in size
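Kinetic red-fluorescence monitoring (525/598 nm) tracks WRN helicase activity after 100 nM fluorophore-quencher forked duplex and 2 mM ATP are added to 20 nM enzyme pretreated 15 min at room temperature with compound.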
EPAC1 antag: qHTS for Antagonist of cAMP-regulated guanine nucleotide exchange factor 3 (EPAC1): primary screen; Rap guanine nucleotide exchange factor 3 (Homo sapiens), O95398; EPAC1 GEF assay, Rap1b-BODIPY-GDP exchange fluorescence; Potency, µM (titrated, usually from 115 µM), inactives show at the highest dose activity change, negative = inhibition, most hits filed as inhibitors; 360,000 compounds, 0.14% hits; AID 720709, 2013;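 further: potency means the concentration at half of the fitted maximal effect; plate controls were vehicle for no effect and positive control for full effect; nearly all actives have a fitted effect of over 50% in size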
Abeta rescue: qHTS for compounds that reverse cellular toxicity of Amyloid beta (A-beta) peptide in yeast: Primary Screen; 410,000 compounds, 0.063% hits; yeast expressing A-beta42, growth rescue, OD600, 48 h; response scale: 0% DMSO, 100% iron-clioquinol control; Potency, µM (top dose mostly 46.1 µM), for the others: at the highest dose growth rescue, most hits filed as activators; further: potency means the concentration at half of the fitted maximal effect; nearly all actives have a fitted effect of over 55% in size
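Yeast growth medium received pinned compounds, then yeast cells expressing toxic A-beta were added; plates incubated at 30 C for 48 hr. Growth read as absorbance at 600 nm, normalized to DMSO and equimolar FeCl3 plus clioquinol controls.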
PI5P4K alpha inh: qHTS for Inhibitors of phosphatidylinositol 5-phosphate 4-kinase (PI5P4K) | PI5P4Kalpha enzyme, ADP-Glo luminescence, 60 min; hits give low values | max response, % | 330,000 compounds, 1.2% hits | AID 652105, 2013; active means max response of -50% or lower; inconclusive means between -30% and -50%; inactive means -30% or higher; further: value at the top dose of about 77 µM; on the % scale 0 is the no-effect control and ±100 the full control effect
Target sequence (P48426 whole entry, looked up): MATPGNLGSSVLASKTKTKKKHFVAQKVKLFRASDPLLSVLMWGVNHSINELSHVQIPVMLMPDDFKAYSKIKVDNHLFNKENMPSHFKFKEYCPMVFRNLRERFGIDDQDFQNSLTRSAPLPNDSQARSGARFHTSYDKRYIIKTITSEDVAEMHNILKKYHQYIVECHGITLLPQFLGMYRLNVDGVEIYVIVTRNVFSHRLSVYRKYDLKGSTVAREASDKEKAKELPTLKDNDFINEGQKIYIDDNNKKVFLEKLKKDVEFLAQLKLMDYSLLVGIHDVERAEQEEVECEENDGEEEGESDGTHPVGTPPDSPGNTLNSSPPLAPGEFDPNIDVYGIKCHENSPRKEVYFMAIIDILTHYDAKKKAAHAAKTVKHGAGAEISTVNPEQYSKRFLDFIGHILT
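ADP-Glo luminescence end-point read after a 60 min room-temperature kinase reaction of PI5P4Kalpha plus substrate, initiated with ATP at 5 microM final. Buffer: 0.038 M HEPES pH 7.4, EGTA, 0.1% CHAPS, 5% DMSO.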
* hit, by the source's call; ? = inconclusive; · = no result given; [ ] = remark or other dose. Unless noted, the call rests on the fitted dose curve; in most records, active means well fitted curve in the direction sought with a large enough effect; inconclusive means small, poorly fitted or top-dose-only effect, or another doubt; inactive means no such curve, though single readings can be large; an effect the other way counts as inactive or inconclusive.

Each structure is followed by: FUS suppressor	aSyn yeast inh	EPAC1 ag	PLK1 PBD block	IL2 activator	WRN inhibitor	EPAC1 antag	Abeta rescue	PI5P4K alpha inh
- COc1ccccc1N1CCN(C2CCN(C(=O)c3ccc(F)cc3)CC2)CC1
    ·	3%	3%	-9%	-0.4	-15%	8%	10%	-4
- CCSc1nnc(-c2ccccc2NC(C)=O)c(=O)[nH]1
    -1%	2%	0%	-7%	2.8	3%	0%	-5%	-2
- COCC(=O)Nc1nnc(SCC(=O)N2CCCCC2)s1
    -7%	-6%	3%	-4%	1.2	7%	-5%	0%	-2
- COc1c(N2CCN(C(=S)NC3CC4CCC3C4)C(C)C2)c(F)cc2c(=O)c(C(=O)O)cn(C3CC3)c12 (stereo not drawn)
    12%	1%	-2%	-18%	-2.2	-1%	-4%	-8%	-5
- CN1CCN(c2nc(Nc3cccc(C(F)(F)F)c3)nc(N3CCOCC3)n2)CC1
    ?	-1%	3%	-11%	-3.2	5%	9%	-16%	·
- O=C1NC[C@H](CCCCN2CCN(CCc3ccccc3)C(=O)C2=O)N(CCc2ccc(O)cc2)C1=O
    -11%	-10%	-3%	-11%	-1.0	3%	-6%	-8%	2
- COc1cccc(CN2CCNC(=O)C2CC(=O)N(C)CCc2ccccn2)c1 (stereo not drawn)
    1%	-8%	12%	-9%	2.3	-6%	26%	10%	4
- COc1ccc(CNc2nccs2)cc1OC
    -9%	0%	1%	-9%	0.4	-25%	-1%	6%	-2
- C=C1CCN([C@@H](CC(C)C)C(=O)NCc2ccc(Cl)cc2)S(=O)(=O)c2ccccc21
    16%	1%	11%	4%	-0.2	-3%	-7%	3%	9
- COc1ccccc1N1CCN(c2ccc([N+](=O)[O-])nc2)CC1
    -27%	3%	-4%	2%	-2.4	1%	1%	9%	-2
- CSCC[C@H](NC(=O)OC(C)(C)C)c1nnc(SCC(=O)Nc2ccc(C)cc2C)o1
    14%	3%	-3%	-18%	-0.2	-23%[57.1 µM]	-3%	18%	-2
- Cc1ccccc1C1CC(=O)NC2=C1C(=O)CCC2 (stereo not drawn)
    -25%	-5%	9%	-4%	-1.3	-13%[57.1 µM]	-3%	14%	-8
- CCN(CC(=O)NCc1cccs1)C(=O)c1cccc(S(=O)(=O)N2CC(C)OC(C)C2)c1 (stereo not drawn)
    1%	-6%	9%	-7%	0.5	-2%	-7%	7%	0
- O=C1CC2(CCN(C(=O)c3cccc([N+](=O)[O-])c3)CC2)Oc2ccccc21
    15%	8%	-4%	-9%	-0.9	-13%	-12%	-6%	7
- CCOC(=O)N1CCN(S(=O)(=O)c2ccc(OCC)cc2)CC1
    2%	1%	0%	0%	-1.2	1%	4%	-3%	·
- CC(OC(=O)c1cccc(S(=O)(=O)N2CCOCC2)c1)C(=O)NC1CCCCC1C (stereo not drawn)
    -8%	-8%	-3%	3%	0.6	10%	-14%	-10%	-9
- O=C(Nc1ccc(F)cc1)Nc1cc(OCC(F)(F)F)cc(OCC(F)(F)F)c1
    0%	-16%	-11%	52%[activator]	-2.7	276%[activator][57.1 µM]	-12%	3%	1
- CCOC(=O)CN(C(=O)CSc1nnc2c(n1)[nH]c1ccccc12)c1ccccc1
    19%	4%	-3%	-5%	-1.9	-16%	9%	17%	-2
- COc1ccc(-n2c(C)nc3c(cnn3-c3ccc(C)cc3)c2=O)cc1
    9%	5%	6%	-5%	0.1	-7%	0%	-11%	-1
- C=CCOc1c(Br)cc(/C=N\n2nnnc2N)cc1OC
    ·	-4%	4%	-14%	0.1	6%	-15%	-2%	-10
- COc1ccc(-c2csc(NC(=O)c3c(C)noc3C)n2)cc1
    6%	0%[1.84 µM]	-7%	4%	-0.7	-3%	15%	?	-3
- CCCN(CCC)C(=O)C[n+]1cccc(/C=N/O)c1
    4%	-8%	-2%	-9%	0.2	4%	-4%	9%	5
- COc1ccccc1NC(=O)C1=C(C)Nc2ncnn2C1c1ccc(C)o1 (stereo not drawn)
    -7%	4%	-2%	2%	-0.3	-3%	15%	28%	3
- COc1cc(N=Cc2c(CO)cnc(C)c2O)cc(OC)c1OC
    -15%	0%	-4%	-8%	0.3	6%	-5%	-4%	4
- CCCCCCC(=O)Nc1nnc(CC)s1
    1%	1%	3%	-9%	0.4	2%	4%	19%	-3
- COc1ccc(NC(=O)CSc2nnc(C3CC3)n2C)cc1S(=O)(=O)N1CCOCC1
    15%	5%	4%	-5%	-0.4	-13%	-18%	2%	-14
- CC(C)NC(=O)c1nn2c(C(F)(F)F)cc(-c3ccco3)nc2c1Cl
    10%	2%	-5%	27%	-1.6	-9%[57.1 µM]	-2%	2%	0
- Cc1ccccc1Cn1cc(NC(=O)CSc2nc3c(c(C(F)(F)F)n2)CCc2ccccc2-3)cn1
    32%	9%	-4%	1%	9.4	13%	1%	-7%	·
- COc1ccc([N+](=O)[O-])cc1NC1C2CC3CC(C2)CC1C3 (stereo not drawn)
    19%	-20%	-3%	4%	-2.1	-13%	16%	-2%	·
- O=C1CC(NCc2cccs2)C(=O)N1c1ccc(Cl)cc1 (stereo not drawn)
    0%	0%	13%	-2%	5.2	-3%	-7%	-2%	-5
- Cc1nn(-c2ccccc2Cl)c2sc(C(=O)Nc3nnc(C4CC4)s3)cc12
    44%	2%	16%	-3%	1.8	-6%[57.1 µM]	1%	-5%	2
- CC(C)(CNC(=O)CCC1CCCC1)CNC(=O)CCC1CCCC1
    ?	7%	-9%	4%	-3.7	2%	-9%	1%	2
- Cc1oc(-c2ccccc2)nc1CS(=O)CC(=O)O (stereo not drawn)
    -17%	3%	-15%	-2%	-2.1	3%	5%	-14%	-6
- Cc1ccc(COc2ccc(/C=N/NC(=O)CN3CCCCC3)cc2)cc1
    -20%	15%	0%	-2%	-4.2	-8%	-12%	-16%	-5
- CCOC(=O)/C(C#N)=C/c1cc(C)n(-c2ccc(C)cc2)c1C
    2%	-16%	0%	-1%	-0.4	0%	-9%	1%	0
- Cc1cc(NC(=O)NC(=O)c2ccccc2)no1
    7%	-11%	-3%	-13%	-0.3	4%	-16%	5%	3
- COCC(C)NC(=O)/C=C/c1ccc(OC)cc1 (stereo not drawn)
    -35%	-1%	-10%	-7%	0.1	9%	5%	-14%	4
- COc1ccc(-c2nc(NC(C)=O)sc2-c2ccccc2)cc1
    4%	9%	3%	-2%	-1.9	-6%	10%	26%	16
- CCOc1ccc(S(=O)(=O)NNC(=O)c2cc3ccccc3o2)cc1
    ·	6%	3%	0%	-2.9	-10%	1%	-11%	12
- O=C(Cn1[nH]c(=O)c2ccccc2c1=O)OCC(=O)c1ccccc1
    ?	-1%	13%	7%	1.3	0%	-14%	-1%	5
- CCOC(=O)C1CCCN(CC(=O)NC2CC2)C1 (stereo not drawn)
    -1%	0%	12%	-3%	-0.9	3%	-3%	-7%	·
- Cc1nnc(SCC(=O)N2c3ccccc3C(C)(c3ccc(Cl)cc3)CC2(C)C)s1 (stereo not drawn)
    ·	-3%	19%	1%	-2.0	-22%	-27%	-8%	8
- CSCC[C@H](NC(=O)NCCc1ccc(F)cc1)C(=O)O
    0%	1%	1%	-11%	-0.7	7%	-6%	3%	-5
- Cc1nnc(NC(=O)CCNC(=O)c2ccccc2Cl)s1
    -18%	2%	-10%	-5%	0.5	14%	-7%	-15%	1
- COc1cc2c(cc1OC)C1Cc3ccc(OC)c(OC)c3C[N+]1([O-])CC2 (stereo not drawn)
    -6%	4%	-11%	-7%	0.5	2%	-10%	-10%	-3
- CCOC(=O)CSc1nc(C)c(Oc2ccc(Cl)cc2Cl)c(=O)[nH]1
    34%	0%	3%	-19%	-3.9	-28%	-6%	-5%	-4
- COc1ccc(C2C3=C(CC(C)(C)CC3=O)N(CCN3CCOCC3)C3=C2C(=O)CC(C)(C)C3)cc1
    -23%	3%	-11%	-3%	-0.9	-6%	-4%	7%	4
- O=C1c2ccccc2C(=Cc2cccnc2)c2ccccc21
    14%	-7%	15%	-10%	-1.9	-4%	7%	-14%	-54*
- COc1ccc(NC(=O)NC[C@@H]2CC[C@@H](Cc3ccc(-c4ccccc4)cc3)O2)cc1
    -8%	1%	4%	-16%	-0.8	3%	-10%	6%	-4
- CCOc1cc(N2CCOCC2)c(OCC)cc1NC(=O)CN1C(=O)C2CC=CCC2C1=O (stereo not drawn)
    3%	2%	3%	-4%	0.3	3%	-3%	-13%	-7
- CCCNS(=O)(=O)c1cc2c(cc1Br)CCN2C(=O)CC
    8%	-5%	-2%	-2%	0.1	14%	3%	-4%	2
- CC1=C(C(=O)OCc2ccccc2)C(/C=C/c2ccccc2)N2C(=O)CCSC2=N1 (stereo not drawn)
    ·	18%	-6%	-7%	-0.4	-21%	-2%	0%	2
- COc1ccc2c(c1OC)C(=O)N1C(C(=O)O)Cc3c([nH]c4ccccc34)C21 (stereo not drawn)
    26%	-7%	-3%	-16%	2.7	-3%	-1%	0%	0

Fetched by structure from the list above:
Each structure is followed by: FUS suppressor	aSyn yeast inh	EPAC1 ag	PLK1 PBD block	IL2 activator	WRN inhibitor	EPAC1 antag	Abeta rescue	PI5P4K alpha inh
- CCCNS(=O)(=O)c1cc2c(cc1Br)CCN2C(=O)CC
    8%	-5%	-2%	-2%	0.1	14%	3%	-4%	2
- CCOC(=O)CSc1nc(C)c(Oc2ccc(Cl)cc2Cl)c(=O)[nH]1
    34%	0%	3%	-19%	-3.9	-28%	-6%	-5%	-4
